Bioassay records: PubChem BioAssay, several laboratories
AHR act: activates the human aryl hydrocarbon receptor. P35869. AHR-responsive luciferase reporter cells, luminescence. activation, % at 5 µM. 2.5% of 320,000 active. AID 2796; in the data active = activation above about 47%;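 also: 0% = vehicle wells and 100% = reference agonist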
Target sequence (P35869 whole entry, looked up): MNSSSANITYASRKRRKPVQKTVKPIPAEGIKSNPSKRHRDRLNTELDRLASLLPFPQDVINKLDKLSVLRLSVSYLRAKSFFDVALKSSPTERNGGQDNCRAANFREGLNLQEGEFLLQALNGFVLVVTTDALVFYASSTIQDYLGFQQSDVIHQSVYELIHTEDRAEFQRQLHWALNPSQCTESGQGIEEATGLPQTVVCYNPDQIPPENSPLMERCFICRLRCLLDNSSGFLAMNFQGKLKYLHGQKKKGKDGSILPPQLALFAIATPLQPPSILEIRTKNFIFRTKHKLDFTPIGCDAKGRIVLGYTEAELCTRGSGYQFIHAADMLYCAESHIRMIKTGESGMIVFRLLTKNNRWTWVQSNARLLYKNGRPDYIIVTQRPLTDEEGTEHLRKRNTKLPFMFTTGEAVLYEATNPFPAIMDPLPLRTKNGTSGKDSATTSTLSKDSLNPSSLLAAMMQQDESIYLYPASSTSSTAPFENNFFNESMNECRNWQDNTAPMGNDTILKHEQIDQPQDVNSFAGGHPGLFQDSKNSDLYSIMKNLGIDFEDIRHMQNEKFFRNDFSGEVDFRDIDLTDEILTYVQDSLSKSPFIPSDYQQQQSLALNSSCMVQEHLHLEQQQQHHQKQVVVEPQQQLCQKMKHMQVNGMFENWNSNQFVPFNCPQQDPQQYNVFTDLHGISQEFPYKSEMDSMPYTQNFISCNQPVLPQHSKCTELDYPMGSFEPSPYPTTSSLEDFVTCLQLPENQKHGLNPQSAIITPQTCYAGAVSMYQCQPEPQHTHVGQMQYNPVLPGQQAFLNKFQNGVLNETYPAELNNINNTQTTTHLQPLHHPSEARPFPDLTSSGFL
LAP4 TOR yeast: yeast TOR pathway LAP4-GFP modulation. S. cerevisiae LAP4-GFP multiplex, flow cytometry GFP, 3 h; median GFP as percent of DMSO wells. AID 2023. GFP response vs DMSO, % at 10 µM. 0.34% of 320,000 active;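 active = GFP response vs DMSO above a set limit, about the screen mean plus 3 SD, cut at about 150% in these data; inconclusive = under 70 cell events counted for the yeast strain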
Yeast superoxide: yeast age-related superoxide inhibition as caloric restriction mimetic; S. cerevisiae aged cells, superoxide DHE fluorescence; active compounds read low; superoxide response (% of plate mean), % at 10 µM; 0.18% of 330,000 active; AID 2690;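 active = superoxide response under a set limit, about three screen SD below normal, cut at about 65% in these data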;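 also: yeast aged for seven days with compound at 30 °C before DHE staining; 100% = average MFI of all compound-treated wells on the plate with controls excluded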
MEP2-GFP yeast: alters MEP2-GFP fluorescence in TOR pathway yeast screen; S. cerevisiae MEP2-GFP strain, flow cytometry GFP, 3 h; 100% = DMSO control level; GFP response vs DMSO, % at 10 µM; 0.51% of 330,000 active;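 active = GFP response versus DMSO above a set limit, roughly screen mean plus 3 SD, cut at about 180% in these data; inconclusive = fewer than 70 cells counted for a yeast strain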;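 also: median GFP fluorescence of the barcode-gated MEP2-GFP cells per well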
Efflux pump mplx: inhibitors of Candida antifungal efflux pumps expressed in yeast. S. cerevisiae Candida pump triplex, Nile Red efflux. inhibition, % at 10 µM. 0.44% of 330,000 active;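 active = plate passing quality check with inhibition over a set limit, or well fluorescence over plate mean plus 4 SD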;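 also: Nile Red retained in pooled yeast measured as flow cytometry median fluorescence; 0% = buffer negative control and 100% = Enniatin B positive control; higher means more Nile Red kept so more efflux inhibition; some compounds called inactive have numbers as strong as hits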
AGP1 TOR yeast: yeast TOR pathway AGP1-GFP modulation; GFP response vs DMSO, % at 10 µM; 0.02% of 320,000 active; S. cerevisiae AGP1-GFP multiplex flow cytometry, 3 h; GFP as percent of DMSO wells;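 active = GFP response relative to DMSO above a set limit, near screen average plus 3 SD, cut at about 150% in these data; inconclusive = fewer than 70 cells counted for the yeast strain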;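 also: median GFP channel fluorescence of the gated AGP1 strain per well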
RPL19A-GFP yeast: modulators of TOR pathway RPL19A-GFP in S. cerevisiae | S. cerevisiae RPL19A-GFP strain, flow cytometry, 3 h; active compounds read low | percent response vs DMSO, % at 10 µM | 0.3% of 330,000 active | AID 2025;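 active = percent response vs DMSO below 50%; inconclusive = fewer than 70 events counted for the yeast strain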;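 also: median channel GFP fluorescence of the barcoded RPL19A-GFP strain; ratio of sample median GFP to plate DMSO average so 100% = DMSO; lower means less RPL19A-GFP as with rapamycin TOR inhibition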
CIT2 TOR yeast: yeast TOR pathway CIT2-GFP modulation. GFP response vs DMSO, % at 10 µM. S. cerevisiae CIT2-GFP strain, flow cytometry, 3 h; 100 means same as DMSO wells. 0.065% of 320,000 active;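 active = GFP response relative to DMSO above a set limit, near the screen mean plus 3 SD, cut at about 150% in these data; inconclusive = Fewer than 70 cells measured for a yeast strain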;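 also: ratio of well median GFP fluorescence to mean of DMSO wells on the plate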
The depositor's hits bear a star; ? = inconclusive; . = no result given; [ ] = remark or other dose.

SMILES,AHR act,LAP4 TOR yeast,Yeast superoxide,MEP2-GFP yeast,Efflux pump mplx,AGP1 TOR yeast,RPL19A-GFP yeast,CIT2 TOR yeast
CCOc1nc(-c2ccc(OC)cc2)ccc1-c1noc(-c2cc(OC)c(OC)c(OC)c2)n1,3,101,71,100,-0.6,99,100,107
O=C(NCc1ccccn1)C1CCCN(S(=O)(=O)c2ccccc2)C1 (stereo not drawn),0,90,90,100,0.0,99,100,103
Cc1ccc(C(=O)Nc2ccc(Cl)cn2)cc1,2,105,105,102,0.1,95,98,94
Cc1ccc(N2C(=O)C3C4C=CC(CNC(=S)Nc5ccc(F)cc5)(O4)C3C2=O)cc1 (stereo not drawn),0,116,92,97,0.0,100,102,107
CC(C)CCNC(=O)c1ccc(Cn2c(=S)[nH]c3ccccc3c2=O)cc1,2,99,84,113,0.0,100,109,105
O=C(COC(=O)C1CCCCC1)Nc1ccc(S(=O)(=O)N2CCOCC2)cc1,0,112,105,109,-0.1,103,96,97
C=CCNC(=S)NC1CC(C)(C)NC(C)(C)C1,-1,104,121,110,0.1,101,103,104
O=c1cc(CO)oc2ccccc12,-1,118,97,108,-0.4,101,94,96
Cc1ccccc1CC(=O)NC1CCCCCC1,-3,96,99,108,0.3,102,106,99
O=C(CS(=O)(=O)c1c[nH]c2ccccc12)N1CCCCCC1,4,104,124,100,-0.2,102,101,97
COc1ccccc1Oc1ccc(S(=O)(=O)N2CCCCC2)cc1NC(=O)CCNC(C)=O,7,78,100,96,0.0,85,98,96
Cc1ccc(-n2nc(CC#N)c(C#N)c2N)cc1,38,95,94,91,0.0,93,103,104
Cc1ccc(S(=O)(=O)N(CC(=O)NCc2ccco2)C2CCCCC2)cc1,-3,99,114,105,0.1,109,102,97
CC(C)COc1ccc(C(=O)CCN2CCCCC2)cc1,-2,92,90,82,0.1,89,86,83
O=[N+]([O-])c1cccn2cc(-c3ccc(Br)cc3)nc12,107*,102,107,104,0.0,99,107,98
COc1cccc(CN2C(=NC(=O)C3CC3)SC3CS(=O)(=O)CC32)c1 (stereo not drawn),0,97,97,107,0.1,102,102,103
CCN1C(=O)C(CC(=O)NCCc2ccccc2)N(NC(=O)c2cccnc2)C1=S (stereo not drawn),1,106,94,106,-0.1,104,101,106
Cc1cc(C(F)F)n2nc(C(=O)Nc3sc4c(c3C(N)=O)CCC4)nc2n1,20,104,97,111,0.0,101,100,92
COc1cc(C(=O)Nc2sc3c(c2C(=O)O)CCC(C)C3)cc(OC)c1OC (stereo not drawn),14,97,117,118,0.4,93,103,105
CC(=O)n1cc(/C=N/NC(=O)c2sc(C)nc2C)c2ccccc21,94*,93,111,98,0.2,97,96,93

SMILES,AHR act,LAP4 TOR yeast,Yeast superoxide,MEP2-GFP yeast,Efflux pump mplx,AGP1 TOR yeast,RPL19A-GFP yeast,CIT2 TOR yeast
CCN(CC)S(=O)(=O)c1cc(NC(=O)COC(=O)C2CCC2)ccc1C,1,94,88,92,0.1,86,92,90
CCOC(=O)c1nc(-c2ccccc2)sc1C(C)=O,0,89,105,89,0.1,93,93,88
CC(=O)c1cccc(NC(=O)Cn2cnc(S(=O)(=O)N3CCc4ccccc43)c2)c1,3,101,94,107,-0.2,103,100,103
CCCCn1c(N)c(N(CCOC)C(=O)COC(=O)COc2cc(C)ccc2Cl)c(=O)[nH]c1=O,-3,106,98,100,0.0,103,96,102
CN(C)c1ccc(S(=O)(=O)NCC(=O)OCC(=O)Nc2cccc(Cl)c2)cc1[N+](=O)[O-],-2,95,104,95,-0.6,100,100,106
O=C(/C=C/c1cccc([N+](=O)[O-])c1)N(c1ccccn1)c1ccccn1,1,95,107,96,0.0,95,92,93
COc1ccc(CNC(=O)c2cc(-c3ccccc3O)n[nH]2)cc1,-2,91,88,103,0.0,100,100,101
Cc1ccc(-c2nnc(Nc3ccc(CC(N)=O)cc3)c3ccccc23)cc1,-1,97,88,97,-0.1,101,95,96
CCOC(=O)c1c(C)oc2c1c(C(c1ccncc1)N1CCOCC1)c(O)c1ccccc12 (stereo not drawn),10,185*,97,93,0.0,.,89,92
O=C(COc1ccccc1)NC1CCSc2ccccc21 (stereo not drawn),7,107,103,106,0.1,105,101,97
CCN(CC)C(=O)CN(c1ccc2c(c1)OCO2)S(C)(=O)=O,2,95,103,100,0.1,98,95,99
COC(=O)[C@H](C)NC(=O)Nc1cc(Cl)ccc1C,0,92,95,110,0.0,107,100,107
CCOc1ccc(NC(=O)CN(C)CC(=O)Nc2ccc(F)c(F)c2F)cc1OCC,8,102,112,93,0.0,103,103,90
COc1ccc(CNC(=O)CCNS(=O)(=O)c2ccc(Cl)cc2)cc1,1,96,157,96,0.1,96,91,99
O=C(OCn1nnc2ccccc2c1=O)c1cn(-c2ccccc2)nc1-c1cccnc1,4,88,92,97,0.7,89,94,82
CCOc1ncccc1C(=O)OCC(=O)Nc1cc(S(=O)(=O)N2CCOCC2)ccc1C,1,90,107,92,0.2,93,99,93
COc1ccc(NC2=C(C)C(=O)CC2)cc1,2,104,103,101,0.2,90,94,91
CC(OC(=O)CC1CC2CCC1C2)C(=O)Nc1ccc(C(N)=O)cc1 (stereo not drawn),0,94,102,101,0.3,102,95,99
CC(NC(=O)c1cc(S(=O)(=O)N2CCCC2)ccc1Cl)c1ccccn1 (stereo not drawn),0,91,147,96,0.5,93,93,88
CCOc1ccc(NC(=O)c2ccco2)c([N+](=O)[O-])c1,2,95,105,103,0.0,93,100,103

SMILES,AHR act,LAP4 TOR yeast,Yeast superoxide,MEP2-GFP yeast,Efflux pump mplx,AGP1 TOR yeast,RPL19A-GFP yeast,CIT2 TOR yeast
Cc1ccc(-c2noc(CCCC(=O)N3CCOCC3)n2)cc1,-2,103[may fluoresce violet],97,287*[may fluoresce violet],-0.1,21[may fluoresce violet],20*[may fluoresce violet],?
COc1ccc(-c2nnn(CC#N)n2)cc1OC,13,97,95,100,0.2,85,102,96
OCCC1CN(Cc2cc3c(cc2Cl)OCO3)CCN1C1CCCC1 (stereo not drawn),1,88,95,109,0.1,102,116,103
COc1cc2ccccc2cc1C(=O)O,5,94,104,106,-0.2,99,95,97
O=C(NC1CCCN(CCc2ccccc2)C1)c1c[nH]c2ccccc12 (stereo not drawn),6,91,95,104,0.0,102,105,100
CCOC(=O)Cc1nnc(NC(=O)CSc2ncc(-c3ccccc3)nn2)s1,0,96,105,99,-0.1,99,98,98
Cc1[nH]c2ccccc2c1C(=O)CSC(=S)N(C)C,37,103,93,121,0.0,99,104,93
O=C1C2CC=C(Cl)CC2C(=O)N1CCc1ccccc1 (stereo not drawn),27,108,92,103,0.0,102,100,98
O=C(CC1C(=O)NCCN1C(=S)Nc1ccccc1)Nc1ccc(F)cc1 (stereo not drawn),0,99,103,111,0.4,99,100,102
COc1cc(CN(C(=S)NCC(=O)O)C2CCCC2)cc(OC)c1OC,0,91,96,108,0.1,100,99,106
O=C(c1cccs1)c1ccc(-c2cccs2)s1,0,112,105,102,0.1,88,97,91
CCOc1ccc(CCN2C(=O)C3C4C=CC(C4)C3C2=O)cc1OCC (stereo not drawn),2,101,118,103,0.0,94,100,96
CCCCN1C(=O)CC(Sc2ncccc2C(=O)O)C1=O (stereo not drawn),4,99,95,104,0.1,96,107,105
Cc1ccc(C(=O)NC(NCc2ccccc2)C(Cl)(Cl)Cl)cc1 (stereo not drawn),-1,89,78,100,0.5,84,98,81
O=C(NC1CCCCC1)Oc1cc2oc(=O)sc2cc1Br,1,93,86,87,-0.2,105,94,101
O=C(COC(=O)c1cccc(-n2cnnn2)c1)c1ccc(F)cc1,5,103,106,99,0.0,106,95,100
Cc1cccc(N=Nc2c(C)[nH]n(-c3ccccc3)c2=O)c1,40,96,102,96,0.1,.,90,88
Cc1ccc(C2=NOC(C)(c3nnc(-c4ccccc4)o3)C2)cc1 (stereo not drawn),1,148,104,93,-0.1,87,96,98
O=C(O)CCN1C(=O)/C(=C\c2ccncc2)SC1=S,-1,123,111,97,0.1,91,93,82
CCCCCOc1ccc(NC(=O)C2OC3OC(C)(C)OC3C3OC(C)(C)OC23)cc1 (stereo not drawn),0,94,80,112,0.0,102,106,110

Arranged by molar mass (smallest number first): part of the list above
SMILES,AHR act,LAP4 TOR yeast,Yeast superoxide,MEP2-GFP yeast,Efflux pump mplx,AGP1 TOR yeast,RPL19A-GFP yeast,CIT2 TOR yeast
Cc1ccc(C2=NOC(C)(c3nnc(-c4ccccc4)o3)C2)cc1 (stereo not drawn),1,148,104,93,-0.1,87,96,98
O=C(CS(=O)(=O)c1c[nH]c2ccccc12)N1CCCCCC1,4,104,124,100,-0.2,102,101,97
COc1cc(C(=O)Nc2sc3c(c2C(=O)O)CCC(C)C3)cc(OC)c1OC (stereo not drawn),14,97,117,118,0.4,93,103,105

Continued:
SMILES,AHR act,LAP4 TOR yeast,Yeast superoxide,MEP2-GFP yeast,Efflux pump mplx,AGP1 TOR yeast,RPL19A-GFP yeast,CIT2 TOR yeast
Cc1nc2cc(NC(=O)c3ccc(N4C(=O)CCC4=O)cc3)ccc2s1,-1,102,100,105,0.4,98,102,97
CCSC1=NCCN1C(=O)c1ccc(S(=O)(=O)N(CC)CC)cc1,6,101,72,106,0.0,104,105,105
COc1ccc(NC2CCCN(C(=O)CCCn3cncn3)C2)cc1 (stereo not drawn),-1,105,97,100,0.0,97,97,96
N#Cc1ccsc1NC(=O)c1ccc(Cl)c([N+](=O)[O-])c1,13,86,115,91,0.0,102,102,81
CC(C)CCNC(=O)c1ccc(NC(=O)C2=CSCCO2)cc1,-1,103,128,104,-0.3,104,99,105
C/C(=N\NC(=O)C1CC1)c1ccc(Cl)cc1,12,93,113,98,0.1,91,94,92
CCCCCn1c(N2CCCC2)nc2c1c(=O)n(C)c(=O)n2C,1,98,93,110,0.1,96,98,94
O=C(NCc1ccco1)C(=O)NCC1OCCCN1S(=O)(=O)c1ccc(Cl)cc1 (stereo not drawn),-1,102,72,113,-0.4,107,106,107
N#Cc1ccc(CSc2nnc(NC(=O)C3CCCO3)s2)cc1 (stereo not drawn),0,95,109,99,0.0,100,102,115
CC(/C=C1\SC(=S)N(NC(=O)c2cccc(O)c2)C1=O)=C\c1ccccc1,-3,104,108,106,0.1,96,101,99
Cn1c(=O)[nH]c(=O)c2c1nc(N1CCc3ccccc3C1)n2CCSc1nc2ccccc2s1,5,95,100,99,0.1,100,98,81
CCC(C)NC(=O)N[C@@H](CCSC)C(=O)O (stereo partly drawn),-6,110,119,104,0.0,97,95,99
C#CCNC(=O)C1=C[C@H](c2coc3ccccc3c2=O)C[C@H](OCc2ccc(CO)cc2)O1,9,107,92,83,-0.1,90,100,110
COc1cccc(Nc2ccc(Nc3cccc(OC)c3)nn2)c1,19,104,110,123,0.1,100,100,102
COc1ccc(CN(CCC(c2ccccc2)c2ccco2)C(=O)c2ccco2)cc1 (stereo not drawn),1,102,105,111,0.1,109,114,107
CCCC1(C(=O)O)NC(c2ccccc2O)C2C(=O)N(Cc3ccccc3)C(=O)C21 (stereo not drawn),0,100,88,109,0.1,106,102,108
C/C(=N/NS(=O)(=O)c1ccc(Cl)cc1)c1ccncc1,2,91,99,101,0.1,96,111,99
Cn1c(=O)oc2cc(S(=O)(=O)N3CCN(c4cccc(Cl)c4)CC3)ccc21,2,95,112,96,-0.1,100,99,87
CC(C)(C)NC(=S)N1CCC(C(=O)c2ccc(Cl)cc2)CC1,1,85,102,99,-0.2,96,102,101
Cc1c(NC(=S)NC(=O)c2ccccc2)c(=O)n(-c2ccccc2)n1C,-1,102,118,83,-0.1,97,93,93
O=C(O)c1ccccc1NC(=S)NC(NC(=O)c1ccccc1[N+](=O)[O-])C(Cl)(Cl)Cl (stereo not drawn),0,89,108,94,0.1,93,91,94
